# Source: PubChem (several laboratories)
# MEKK2 mut-MEK5 = signal of MEK5 binding to mutant human MEKK2 PB1 domain. bead flow cytometry, Alexa488-MEK5 binding to MEKK2 mutant. percent response, % at 10 µM. hit rate 0.35% among 290,000. AID 1530; in the data active = percent response above about 24%, passing the limit was not always enough; note: inactives centre near 1; some results filed as inactive read as strong as hits; reference of the scale not given here
# PfM18AAP inh = PfM18AAP enzyme inhibition. recombinant PfM18AAP, H-Glu-NHMec fluorogenic cleavage. inhibition, % at 7.35 µM. hit rate 1.2% among 290,000;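 active = inhibition above the campaign mean inhibition over all tested compounds plus 3 SD, cut at about 28% in these data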;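 note: 0% = plate median of test compound wells and 100% = 2 mM ZnCl2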
# MEKK3 PB1 HTS = MEKK3-MEK5 PB1 interaction, increase or decrease | Q99759 | bead-based flow cytometry, Alexa488-MEK5 binding to MEKK3; actives lie on both sides; 0 = blocked by unlabeled MEK5, 100 = vehicle | binding response (% of control), % at 10 µM | hit rate 1.4% among 290,000 | AID 1529;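 active = binding response more than 3 SD above or below the average of its plate-row segment, actives on both sides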;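 note: Alexa488 bead fluorescence after subtracting the streptavidin-only scavenger bead signal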
# Target sequence (Q99759 whole entry, looked up): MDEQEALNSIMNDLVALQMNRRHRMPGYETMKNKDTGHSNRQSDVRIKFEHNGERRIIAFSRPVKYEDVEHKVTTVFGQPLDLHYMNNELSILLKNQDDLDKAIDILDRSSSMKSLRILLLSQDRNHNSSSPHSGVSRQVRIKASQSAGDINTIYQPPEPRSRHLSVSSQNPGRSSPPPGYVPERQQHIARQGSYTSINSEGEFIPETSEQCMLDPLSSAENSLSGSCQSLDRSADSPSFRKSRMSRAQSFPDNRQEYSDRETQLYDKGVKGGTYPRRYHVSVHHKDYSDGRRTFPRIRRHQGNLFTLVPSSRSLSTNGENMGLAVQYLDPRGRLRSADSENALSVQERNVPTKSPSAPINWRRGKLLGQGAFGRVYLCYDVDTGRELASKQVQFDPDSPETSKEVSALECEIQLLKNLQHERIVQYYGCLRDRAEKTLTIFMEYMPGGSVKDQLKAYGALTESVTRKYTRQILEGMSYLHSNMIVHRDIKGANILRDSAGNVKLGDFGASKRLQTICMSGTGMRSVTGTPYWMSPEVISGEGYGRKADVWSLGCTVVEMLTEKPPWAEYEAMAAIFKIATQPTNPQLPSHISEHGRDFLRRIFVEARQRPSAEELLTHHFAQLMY
# MEKK2wt PB1 HTS = raises or lowers MEK5 binding to wildtype human MEKK2 PB1 domain; Q9Y2U5; bead flow cytometry, Alexa488-MEK5 binding to MEKK2 WT; actives lie on both sides; binding response (% of control), % at 10 µM; hit rate 1.1% among 290,000; AID 1531; in the data active = binding response below about 67% or above about 130%
# NALP1 yeast inh = NALP1 inhibition. hit rate 0.61% among 280,000. S. cerevisiae NALP1/ASC/caspase-1 growth, X-gal OD620, 72 h. inhibition, % at 10 µM. AID 2071; in the data active = inhibition mostly above about 24%, no sharp cut-off; inactive = mostly below about 32%; note: some compounds called inactive have numbers as strong as hits
# IDE cell inh = inhibits human insulin-degrading enzyme in HEK cells; FAbetaB cleavage, fluorescence polarization; AID 434962; inhibition, % at 5.59 µM; hit rate 0.41% among 320,000;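 active = percent inhibition above the average of all tested compounds plus 3 SD, set per screening campaign, cut at about 16% in these data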;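 note: IDE supplied by intact live HEK cells; FP after avidin binding of uncleaved biotin substrate so inhibition keeps polarization high; 0% = DMSO wells and 100% = 60 µM reference IDE inhibitor Ii1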
# p-CIP stab down = p/CIP protein destabilization; F442A p/CIP-EGFP cells, EGFP fluorescence, 16 h; decrease of EGFP signal, % at 10 µM; hit rate 0.01% among 290,000; AID 1984;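 active = EGFP signal decrease of at least 30% at 10 µM or well 3 SD below plate mean, unless failing retest; inactive = the rest, including hits failing retest or dose response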; note: some compounds called inactive have numbers as strong as hits; many of its hits are not listed in these tables
# IDE cell activ = IDE (human) activation, cell-based. P14735. AID 493087. hit rate 0.073% among 340,000. activation, % at 5.96 µM. HEK cells, FAbeta-B cleavage, fluorescence polarization; 0% vehicle, 100% cell-free pure enzyme wells;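 active = activation above the mean of all tested compounds plus 3 SD, set per screening campaign, cut at about 17% in these data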
# UBC9 SUMO inh = blocks human SUMOylation mediated by UBC9; HTRF SUMOylation assay, SAE1/SAE2 + UBC9, in vitro; inhibition, % at 35 µM; hit rate 0.36% among 290,000; AID 2006; in the data active = inhibition above about 50%, passing the limit was not always enough; note: strong numbers were not always called active
# Target sequence (P63279 whole entry, looked up): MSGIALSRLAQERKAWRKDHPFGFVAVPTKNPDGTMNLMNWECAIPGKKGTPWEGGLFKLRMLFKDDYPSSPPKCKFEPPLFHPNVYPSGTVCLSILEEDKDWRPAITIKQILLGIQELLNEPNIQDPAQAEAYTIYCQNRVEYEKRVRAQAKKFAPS
# Active calls of the source: *; . = no result given. This is a subset (hit frequency here may not be typical).
1. Cc1cc(C(=O)CN2C(=O)NC3(CCCc4sccc43)C2=O)c(C)n1-c1ccccc1 (stereo not drawn)
2. O=C(c1ccccc1CCc1ccccc1)N1CCOCC1
3. COc1ccc(NC(=O)C/C(C)=N/NC(=O)c2ccco2)c([N+](=O)[O-])c1
4. Clc1ccccc1Nc1nc(-c2ccncc2)nc2ccccc12
5. CCCOc1ccc(-c2c(C(=O)N/N=C/C3CC=CCC3)nnn2-c2nonc2N)cc1 (stereo not drawn)
6. Cn1c(=O)c([N+](=O)[O-])c(N2CCN(Cc3ccc4c(c3)OCO4)CC2)c2ccccc21
7. CCN(Cc1ccc(NC(C)=O)cc1)CC1CCCN(CCc2cccc(F)c2)C1 (stereo not drawn)
8. CC(/C=N/NC(=O)Cn1cnc2c1c(=O)n(C)c(=O)n2C)=C\c1ccco1
Screen / compound no.	1	2	3	4	5	6	7	8
MEKK2 mut-MEK5	0	4	6	5	-4	-2	11	-6
PfM18AAP inh	-4	2	3	3	-2	25	-5	6
MEKK3 PB1 HTS	106	104	101	100	93	97	104	93
MEKK2wt PB1 HTS	101	102	106	103	91	100	110	94
NALP1 yeast inh	13	30	2	5	10	.	2	10
IDE cell inh	5	6	-2	3	6	1	.	0
p-CIP stab down	1	-8	-16	-8	-1	-16	-22	-8
IDE cell activ	5	2	4	-2	-3	0	3	1
UBC9 SUMO inh	0	17	9	5	18	27	10	8

9. CN(C)c1cccc2c(S(=O)(=O)Nc3ccccn3)cccc12
10. O=C(O)c1ccccc1C(=O)Nc1cc(-c2ccccc2)[nH]n1
11. COc1cccc(C(C[N+](=O)[O-])c2c(C)[nH]n(-c3ccccc3)c2=O)c1 (stereo not drawn)
12. CCOC(=O)c1c(NC(=O)c2ccc(S(=O)(=O)N3CCOCC3)cc2)sc2c1CCN(C(C)C)C2
13. COC(=O)CCCCCCCC(=O)Nc1nnc(C(F)(F)F)s1
14. CC1CN(C(=O)COC(=O)c2cc(=O)c3ccccc3o2)CC(C)O1 (stereo not drawn)
15. CCOC(=O)Nc1ccc2c(COC(=O)c3ccccc3O)cc(=O)oc2c1
16. O=C(CCCc1nc2ccccc2s1)Nc1ccc(N2CCOCC2)cc1
Screen / compound no.	9	10	11	12	13	14	15	16
MEKK2 mut-MEK5	4	14	-4	-3	14	-3	4	-3
PfM18AAP inh	0	-1	39*	-2	3	-2	6	1
MEKK3 PB1 HTS	103	107	98	96	101	96	99	104
MEKK2wt PB1 HTS	102	104	97	104	104	92	102	103
NALP1 yeast inh	-10	-1	85*	35	14	-6	-13	7
IDE cell inh	9	2	0	-6	-4	7	-5	5
p-CIP stab down	-4	1	-6	0	-7	-7	-11	-7
IDE cell activ	-1	8	-3	11	1	-3	-2	1
UBC9 SUMO inh	86	13	97*	-3	-7	-1	37	6

# Entries of single compounds, quoted from the list. Order of values: MEKK2 mut-MEK5	PfM18AAP inh	MEKK3 PB1 HTS	MEKK2wt PB1 HTS	NALP1 yeast inh	IDE cell inh	p-CIP stab down	IDE cell activ	UBC9 SUMO inh
# Record of COC(=O)CCCCCCCC(=O)Nc1nnc(C(F)(F)F)s1 → 14	3	101	104	14	-4	-7	1	-7
# Record of CN(C)c1cccc2c(S(=O)(=O)Nc3ccccn3)cccc12 → 4	0	103	102	-10	9	-4	-1	86
# Record of CCOC(=O)c1c(NC(=O)c2ccc(S(=O)(=O)N3CCOCC3)cc2)sc2c1CCN(C(C)C)C2 → -3	-2	96	104	35	-6	0	11	-3

# An excerpt from above, limited to UBC9 SUMO inh:
cpd	Molecule	UBC9 SUMO inh
14	CC1CN(C(=O)COC(=O)c2cc(=O)c3ccccc3o2)CC(C)O1 (stereo not drawn)	-1
15	CCOC(=O)Nc1ccc2c(COC(=O)c3ccccc3O)cc(=O)oc2c1	37

# (further entries)
17. O=C(CN1CCN(c2ccccn2)CC1)Nc1ccc(OCc2ccccc2)cc1
18. COc1ccc(/C=C2/NC(=O)CNC2=O)cc1
19. Cc1nn(C)c(Cl)c1CN1CCC(CO)(CC2CCCCO2)CC1 (stereo not drawn)
20. O=c1c2ccccc2nc2n1CCO2
21. Cc1cccc(N=C2NC(=O)/C(=C/C=C/c3ccco3)S2)c1C
22. O=C(CCn1cccn1)Nc1ccc2c(c1)OCCO2
23. CNC(=O)CN(Cc1ccccc1)S(=O)(=O)c1ccccc1
24. COc1ccc(NC(=O)Nc2cccc([N+](=O)[O-])c2)cc1Cl
Screen / compound no.	17	18	19	20	21	22	23	24
MEKK2 mut-MEK5	.	8	4	-3	-8	2	3	10
PfM18AAP inh	-5	-5	-1	1	12	3	-1	15
MEKK3 PB1 HTS	.	104	105	103	91	97	102	101
MEKK2wt PB1 HTS	.	105	102	103	87	98	101	104
NALP1 yeast inh	0	11	-6	6	19	-6	14	20
IDE cell inh	0	9	-5	0	3	0	1	6
p-CIP stab down	1	-10	-15	-2	-16	-17	-12	-8
IDE cell activ	-2	0	6	3	-3	6	6	1
UBC9 SUMO inh	-27	-12	11	-10	58*	0	24	-2

25. COc1ccc(S(=O)(=O)CCc2nnc(NC(=O)c3ccc(F)cc3)s2)cc1
26. Cc1ccccc1NC(=O)CSc1nc2ccc(Nc3nc(N4CCOCC4)nc(N4CCOCC4)n3)cc2s1
27. O=C(CN1CCN(Cc2ccc3c(c2)OCO3)CC1)N1CCc2[nH]c3ccccc3c2C1
28. CCCCC(NS(=O)(=O)c1ccc(C)cc1)C(=O)Oc1ccc2c3c(c(=O)oc2c1)CCC3 (stereo not drawn)
29. C/C(=N\Nc1ccccc1[N+](=O)[O-])c1ccc(N2CCOCC2)cc1
30. Nc1nccc(/C=C/c2c(F)cccc2Cl)n1
31. CCOc1ccc(-c2nc(S(=O)(=O)c3ccccc3)c(NCc3cccnc3)o2)cc1
32. CN1C(C(=O)NCc2ccccc2)CC2Cn3c(nc4cc5ccccc5cc43)C21 (stereo not drawn)
Screen / compound no.	25	26	27	28	29	30	31	32
MEKK2 mut-MEK5	5	-10	15	-3	-14	-6	-5	2
PfM18AAP inh	5	-1	4	-1	-5	0	-14	.
MEKK3 PB1 HTS	100	94	101	93	65	97	96	96
MEKK2wt PB1 HTS	104	89	123	94	65	92	100	95
NALP1 yeast inh	20	19	6	17	13	10	32	.
IDE cell inh	2	.	.	3	4	0	-6	-2
p-CIP stab down	-11	1	-9	3	3	-2	-6	-8
IDE cell activ	-3	-1	.	2	4	-6	-2	3
UBC9 SUMO inh	8	0	21	9	-14	20	19	12

33. COc1c(C)cc(C(=O)C2CCCN(C(=O)c3ccc4[nH]ccc4c3)C2)cc1C (stereo not drawn)
34. CN(C)c1ccc(C(C#N)c2ccc(Cl)cc2)nn1 (stereo not drawn)
35. Cc1c(/C=N\NC(=O)c2csc3ccccc23)cnn1C
36. COc1ccc(-c2nc3c4ccccc4ccn3c2C=O)cc1
37. N/C(=N\S(=O)(=O)c1ccc(Cl)cc1)N1CCOCC1
38. O=C(Nc1cccc(C(=O)O)c1)/C(=C\c1ccc2c(c1)OCO2)NC(=O)c1ccc(Br)o1
39. COc1cccc2cc(/C(C)=N/NC(=O)c3ccco3)oc12
40. Cc1ccc(S(=O)(=O)N2CC(C)N(S(C)(=O)=O)C2)cc1 (stereo not drawn)
Screen / compound no.	33	34	35	36	37	38	39	40
MEKK2 mut-MEK5	-6	-3	-4	-3	-10	-9	1	-7
PfM18AAP inh	-4	-1	-17	-1	-6	3	-4	-2
MEKK3 PB1 HTS	110	99	93	99	95	103	102	96
MEKK2wt PB1 HTS	95	94	98	98	95	93	100	87
NALP1 yeast inh	2	0	-10	-12	34	-6	-15	21
IDE cell inh	9	5	-2	-2	9	3	-7	-2
p-CIP stab down	-4	2	-8	2	-9	3	0	-10
IDE cell activ	-10	4	3	4	1	-2	0	2
UBC9 SUMO inh	7	8	6	-5	20	10	16	-7

41. CCOc1ccc(CN2CCN(Cc3[nH]c4ccc(OC)cc4c3C)CC2CCO)cc1 (stereo not drawn)
42. COc1ccc(-c2csc(=NCCO)n2-c2ccccc2)cc1
43. CC1=C(C(=O)Nc2ccc(F)c(F)c2)C(c2cccs2)NC(=S)N1 (stereo not drawn)
44. CN(O)/C=c1/ccc2c(n1)C(=O)C=CC=2
45. CC(C)(C)c1cc(S(=O)(=O)CCc2ccccn2)cc(C(C)(C)C)c1F
46. COc1ccc(NC(=O)c2sc3nc(N4CCOCC4)c4c(c3c2N)CCCC4)c(OC)c1
47. CCn1c(-c2ccccc2)ccc(C#N)c1=O
48. CCN(CC)CCNC(=O)c1[nH]c2ccc(OCc3ccccc3)cc2c1C
Screen / compound no.	41	42	43	44	45	46	47	48
MEKK2 mut-MEK5	6	1	-5	-3	2	1	-4	17
PfM18AAP inh	2	5	-2	5	4	20	3	-2
MEKK3 PB1 HTS	100	102	90	95	106	102	100	110
MEKK2wt PB1 HTS	117	102	94	93	102	103	96	184*
NALP1 yeast inh	13	0	32	-46	-6	6	34	15
IDE cell inh	0	.	2	-1	6	2	-10	6
p-CIP stab down	-9	-12	-3	-1	0	-3	-2	-5
IDE cell activ	10	2	-7	5	0	4	1	2
UBC9 SUMO inh	6	4	-2	-29	-10	-3	11	10

49. O=C(Nc1ccc(F)cc1F)C1CCCN(c2ncnc3c2nc2n3CCCCC2)C1 (stereo not drawn)
50. CCOc1ccc(OCC)c(-c2c(=O)n(OCc3ccccc3C(=O)OC)c3ccccc3[n+]2[O-])c1
51. CN(C)S(=O)(=O)c1ccc(N2CCCC2)c(C(=O)Nc2nc(-c3ccc(F)cc3)cs2)c1
52. CCOC(=O)CSc1nc2ccccc2c(=O)n1CCC(=O)NCCc1ccc(OC)c(OC)c1
53. COc1ccc(-n2nnnc2SCc2nc3ccccc3s2)cc1
54. O=C(NC1CCCC1)c1ccc(CSCc2ccccc2F)o1
55. Cc1cccc(S(=O)(=O)NCCNS(=O)(=O)c2cccc(C)c2)c1
56. CC1(C)CC(=O)C(Sc2nnc(-c3ccc(O)cc3)n2CC2CCCO2)C(=O)C1 (stereo not drawn)
Screen / compound no.	49	50	51	52	53	54	55	56
MEKK2 mut-MEK5	11	1	-2	-1	-16	4	6	6
PfM18AAP inh	-4	-5	-3	-4	1	3	-4	5
MEKK3 PB1 HTS	106	100	96	102	82	100	100	106
MEKK2wt PB1 HTS	102	95	96	98	92	101	105	106
NALP1 yeast inh	11	7	19	-4	1	-9	14	1
IDE cell inh	2	-3	-2	1	3	4	8	1
p-CIP stab down	-2	-8	7	-9	-5	-11	-14	-6
IDE cell activ	-2	-2	5	0	0	2	2	3
UBC9 SUMO inh	2	-10	0	9	22	6	16	-10

57. Fc1ccc(OCc2nc3ccccc3s2)cc1
58. Cc1sc(-n2c(C)ccc2C)c(C#N)c1C
59. COc1ccccc1N1CCN(CC(O)COc2ccc(S(=O)(=O)N3CCOCC3)cc2)CC1 (stereo not drawn)
60. O=C(Cc1ccc([N+](=O)[O-])cc1)Nc1ccc2c(c1)C(=O)NC2=O
61. CCOc1ccc(-c2cn3ccccc3n2)cc1
62. CC(C)c1c(C(=O)N/N=C/c2ccc3c(c2)OCO3)nnn1-c1nonc1N
63. CC1CCN(C(=O)c2cc(-c3ccco3)on2)CC1
64. Cc1ccc(/C=C/C(=O)NN2CCN(C)CC2)cc1
Screen / compound no.	57	58	59	60	61	62	63	64
MEKK2 mut-MEK5	-11	6	4	-13	-8	-1	1	-2
PfM18AAP inh	-1	14	-12	3	-3	3	1	0
MEKK3 PB1 HTS	95	100	104	100	97	98	103	100
MEKK2wt PB1 HTS	84	103	106	92	91	100	107	98
NALP1 yeast inh	24	11	3	2	7	14	11	31
IDE cell inh	2	0	2	1	6	1	1	-4
p-CIP stab down	-3	-1	-7	8	-12	1	0	6
IDE cell activ	3	2	9	7	-3	0	0	0
UBC9 SUMO inh	11	17	-3	19	10	-6	15	14
